FEN1 inhibitor – inhibitors of human flap endonuclease 1; P39748; 0.35% of 390,000 active; AID 588795; Recombinant FEN1 flap cleavage, fluorescence, 15 min; Potency, µM (doses to about 114 µM), for inactives: at the top dose activity change, negative = inhibition, most hits filed as inhibitors; also: nearly all actives have a fitted effect of over 65% in size
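FEN1 at 10 nM, compound pretreatment for 15 min (room temperature), 50 nM final substrate to initiate; endpoint reads at 0 and 15 min; DMSO-only plates used as vehicle background.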
GCN5L2 inh – inhibitors of human GCN5L2 histone acetyltransferase; Q92830; GCN5L2 HAT assay, ThioGlo1 CoA-SH fluorescence; Potency, µM (doses to about 58.9 µM), without a hit: at the top dose activity change, negative = inhibition, most hits filed as inhibitors; 0.21% of 390,000 active
Target sequence (Q92830 whole entry, looked up): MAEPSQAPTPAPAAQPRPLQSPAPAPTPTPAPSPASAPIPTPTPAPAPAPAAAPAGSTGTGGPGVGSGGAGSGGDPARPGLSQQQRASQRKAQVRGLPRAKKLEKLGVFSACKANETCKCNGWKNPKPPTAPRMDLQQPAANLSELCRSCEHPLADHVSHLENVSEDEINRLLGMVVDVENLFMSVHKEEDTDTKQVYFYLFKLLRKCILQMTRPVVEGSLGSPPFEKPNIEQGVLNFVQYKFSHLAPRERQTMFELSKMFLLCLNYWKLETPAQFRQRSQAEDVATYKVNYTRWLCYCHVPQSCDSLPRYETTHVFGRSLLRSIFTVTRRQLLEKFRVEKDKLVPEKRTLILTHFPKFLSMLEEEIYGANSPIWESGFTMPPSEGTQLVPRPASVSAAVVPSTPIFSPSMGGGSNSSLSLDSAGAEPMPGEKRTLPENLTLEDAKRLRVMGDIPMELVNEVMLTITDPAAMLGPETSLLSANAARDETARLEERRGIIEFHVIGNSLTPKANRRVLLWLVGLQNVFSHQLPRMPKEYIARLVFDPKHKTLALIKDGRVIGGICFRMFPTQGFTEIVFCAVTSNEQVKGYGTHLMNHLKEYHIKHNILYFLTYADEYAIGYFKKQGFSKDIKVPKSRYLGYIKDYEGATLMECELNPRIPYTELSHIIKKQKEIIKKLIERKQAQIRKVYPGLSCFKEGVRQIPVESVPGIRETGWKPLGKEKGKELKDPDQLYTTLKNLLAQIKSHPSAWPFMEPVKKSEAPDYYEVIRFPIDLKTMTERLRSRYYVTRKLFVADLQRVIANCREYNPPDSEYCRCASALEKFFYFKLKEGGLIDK
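ThioGlo1-coupled HAT assay: 20nM GCN5L2, 70uM acetyl-CoA, 75uM H3(1-25) peptide, pH 7.5. Fluorescence read at 340/540nm at start and after 20 min at room temperature.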
TDP1 cell CPT – growth inhibition of DT40 Tdp1-/-;hTDP1 cells with camptothecin (screen for TDP1 inhibitors). chicken DT40 Tdp1-/-;hTDP1 cells + 20 nM CPT, ATP luminescence, 48 h. Potency, µM (titrated, usually from 46.2 µM), for the others: top-dose activity change, negative = growth inhibition, usual class: inhibitors. 12% of 420,000 active. AID 686979; also: nearly all actives have a fitted effect of over 55% in size
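Cell growth measured by CellTiter-Glo luminescence after a minimum 48 h, 37 C compound exposure with 20 nM CPT in Tdp1-knockout DT40 cells stably expressing hTDP1, seeded 400/well; qHTS titration format.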
An asterisk follows results filed as active; ? = inconclusive; nt = not tested or not shown; & = joins results of further samples. Calls follow the shape of the dose curve; as a rule, active = well fitted curve in the direction sought with a large enough effect; inconclusive = small, poorly fitted or top-dose-only effect, or another doubt; inactive = no such curve, though single readings can be large; an effect the other way counts as inactive or inconclusive. % is scaled to controls: 0 for no effect and ±100 for the full control effect; potency is read from the fitted curve at half-maximal effect. Only part of the results is shown; the hit share may differ from the screen's.

structure | GCN5L2 inh | FEN1 inhibitor | TDP1 cell CPT
COc1ccc(C2CC(=O)C=C(NCCC(C)C)C2)cc1 (stereo unspecified) | -1% | 6% | ?
c1csc(CNc2nc(-c3ccc4c(c3)OCO4)nc3ccccc23)c1 | -23% | nt | ?
CCN(CC)CCN(C)c1ccc(/C=C/c2ccnc3ccccc23)cc1 | nt | -29% | ?
O=C(COC(=O)c1ccncc1)c1ccccc1 | 0% | 5% | -4%
CCOC(=O)Cc1c[nH]c(=S)[nH]c1=O | -13% | -17% | -5%
Cc1c(N=C2SCC(=O)N2c2c(C)n(C)n(-c3ccccc3)c2=O)c(=O)n(-c2ccccc2)n1C | -1% | -12% | 7%
Cc1ccc(NC(=O)C(OC(=O)c2cc(C)oc2C)c2ccccc2)cc1 (stereo unspecified) | -9% | -16% | -2%
CC(C)(C)CN1CCNC(=O)C1CC(=O)NC1Cc2ccccc2C1 (stereo unspecified) | -9% | -6% | 1%
CC(=O)Nc1sc(N/N=C/c2ccccc2F)nc1-c1ccc(C)cc1 | -7% | -8% | ?
c1ccc(-c2cn(-c3ccccc3)c3ncnc(NCCCN4CCOCC4)c23)cc1 | -5% | -11% | ?
CCOC(=O)c1cc2c(=O)[nH]ccc2nc1C(F)(F)F | 2% | 5% | 24%
NS(=O)(=O)c1c(Sc2ccccc2C(=O)O)ccc2ccccc12 | -8% | 4% | -7%
CCCCCN(C(=O)CCC(=O)OCc1ccccc1Cl)c1c(N)n(CCCC)c(=O)[nH]c1=O | 1% | 23% | ?
Cc1nn2c(=O)cc(COC(=O)c3ccc(NC(=O)COc4ccc(C)c(C)c4)cc3)nc2s1 | 26% | 18% | -30%
O=C(CNCc1ccc(F)cc1)Nc1cc(S(=O)(=O)N2CCOCC2)ccc1Cl | -3% | -14% | ?
O=C(COC(=O)Cn1cnc2ccccc2c1=O)NNC(=O)c1ccc(Br)cc1 | -4% | 0% | 14%
Cc1cc(C)n2nc(SCC(=O)c3ccc[nH]3)nc2n1 | -7% | -5% | -26%
CN=C1c2c(-c3ccccc3)c3cc(OC)ccc3n2CCN1C | -11% | -2% | 23µM*
O=C(Nc1c(Br)cc2c(c1Br)Cc1ccccc1-2)C(F)(F)F | nt | -15% | -14%
CCn1c(CSc2nnc(-c3ccncc3)n2CCOC)nc2cc(C(=O)O)ccc21 | -4% | ? | 3%
COc1ccc(C(C#N)c2ccc(=O)[nH]n2)cc1 (stereo unspecified) | -4% | 10% | 5%
CCC(=O)Nc1sc2c(c1C(=O)N(C)C)CCCCC2 | -2% | -1% | -27%
COc1ccccc1C(CNC(=O)c1cc(S(=O)(=O)N2CCOCC2)ccc1C)N1CCCC1 (stereo unspecified) | 1% | -3% | -1%
COc1ccc(NC(=O)Nc2cccc(C)n2)c(OC)c1 | 1%&-4% | 18%&19% | -4%&-5%
CCOc1ncccc1C(=O)OCC(=O)Nc1cc(S(=O)(=O)N2CCOCC2)ccc1C | 2% | 11% | -15%
Nc1nc(=S)c2[nH]cnc2[nH]1 | -18%&0% | 6% | 2.6µM*
O=C(Nc1ccc(-c2cnco2)cc1)c1ccc(F)cc1F | 1% | 9% | 5%
COc1ccc(N2CCN(C(=O)COC(=O)c3ccc(-n4nc(C)cc4C)cc3)CC2)cc1 | -7% | 18% | ?
CC(C(=O)Nc1ccc(C(N)=O)cc1)N1C(=O)c2ccccc2S1(=O)=O (stereo unspecified) | -1% | 12% | 10%
CCc1nnc(NC(=O)c2ccc(S(C)(=O)=O)cc2)s1 | 0% | -22% | ?

Part of the list above, reformatted.
Fields: GCN5L2 inh, FEN1 inhibitor, TDP1 cell CPT
- CCC(=O)Nc1sc2c(c1C(=O)N(C)C)CCCCC2
→ -2%, -1%, -27%
- COc1ccccc1C(CNC(=O)c1cc(S(=O)(=O)N2CCOCC2)ccc1C)N1CCCC1 (stereo unspecified)
→ 1%, -3%, -1%
- COc1ccc(NC(=O)Nc2cccc(C)n2)c(OC)c1
→ 1%&-4%, 18%&19%, -4%&-5%
- CCOc1ncccc1C(=O)OCC(=O)Nc1cc(S(=O)(=O)N2CCOCC2)ccc1C
→ 2%, 11%, -15%
- Nc1nc(=S)c2[nH]cnc2[nH]1
→ -18%&0%, 6%, 2.6µM*
- O=C(Nc1ccc(-c2cnco2)cc1)c1ccc(F)cc1F
→ 1%, 9%, 5%

The main list resumes with the 3 entries that preceded the break.
structure | GCN5L2 inh | FEN1 inhibitor | TDP1 cell CPT
COc1ccc(N2CCN(C(=O)COC(=O)c3ccc(-n4nc(C)cc4C)cc3)CC2)cc1 | -7% | 18% | ?
CC(C(=O)Nc1ccc(C(N)=O)cc1)N1C(=O)c2ccccc2S1(=O)=O (stereo unspecified) | -1% | 12% | 10%
CCc1nnc(NC(=O)c2ccc(S(C)(=O)=O)cc2)s1 | 0% | -22% | ?
CNc1nc(C)c(C#N)c(-c2ccccc2)c1C(C)=O | -19% | -2% | -8%
COc1cccc(CNCC(=O)N2C(C)CCCC2C)c1 (stereo unspecified) | -8% | 5% | ?
C/C(=N\NC(=O)c1nnn(-c2nonc2N)c1CN(C)c1ccccc1)c1ccccc1O | -12% | -2% | 8.2µM*
CN1CCN(CC(O)COCCOc2ccc(Br)cc2)CC1 (stereo unspecified) | -4% | -1% | ?
Cc1ccc(Nc2c([N+](=O)[O-])ccc3c2=NC2(CCCCC2)N=3)cc1 | -4% | -18% | 16µM*
O=C(Nc1ccc(Cl)cc1)NC1(C(=O)NCCCN2CCOCC2)CCCCC1 | 3% | 2% | 0%
Cc1cc(C)n2nc(C(=O)N3CCOCC3)nc2n1 | -9% | 0% | 3%
COc1ccc(OC)c(NC(=O)CSc2cn(CC(=O)N3CCOCC3)c3ccccc23)c1 | -6% | 1% | ?
COc1ccc(CCNC(=O)c2cc3c(=O)n4cccc(C)c4nc3n(Cc3ccco3)c2=N)cc1OC | -17% | -18% | ?
CCCCCC(=O)N1CC2(CC)CN(C(=O)CCCCC)CC(CC)(C1)C2=O | -1% | -9% | 16µM*
COc1ccc(NC(=O)Cc2c(Sc3ccccc3)c3ccccc3n2C)cc1 | 3% | -4% | ?
Cc1ccc(S(=O)(=O)CC(=O)Nc2ccccn2)cc1 | -1% | 3% | 3%
COc1cccc(/C=C(/C(=O)OCC(N)=O)c2ccccc2)c1 | -6% | -1% | -2%
NC(=O)c1ccc(N=Cc2c(O)ccc3ccccc23)cc1 | nt | -14% | 0%
CCc1nc(N)nc(N)c1-c1ccc(N(C)Cc2ccccc2)c([N+](=O)[O-])c1 | nt | -8% | 4.6µM*
COc1ccc2nc(NCCNC(=S)NCCCN3CCOCC3)c(C#N)cc2c1 | 4% | -13% | 1%
O=C(Nc1cccn(Cc2ccc(F)cc2)c1=O)NC1CCCCC1 | -1% | -2% | -17%
Cc1ccc(/C=N/NC(=O)CSc2nc3ccccc3n2C)s1 | -1% | -14% | -15%
O=C(O)c1n[nH]c2c1CCCCC2 | -2% | 0% | 5%
N#Cc1ccccc1NC(=O)C(=O)NCC(c1cccnc1)N1CCc2ccccc21 (stereo unspecified) | 1% | 6% | 21µM*
O=C(c1cccc(S(=O)(=O)Nc2ccc(Br)cc2)c1)N1CCCC1 | -1% | 5% | -23%
Cc1ccccc1Sc1ncnc2onc(C)c12 | -1% | -2% | 23µM*
Cc1ccc(S(=O)(=O)N2CCN(C(=O)CC(C)n3cncn3)CC2)cc1C (stereo unspecified) | -6% | 1% | 2%
CCc1ccc(S(=O)(=O)Nc2ccc(-c3ccc(N4CCCCCC4)nn3)cc2)cc1 | 2% | -3% | -11%
CCOc1ccc(/C=C/C(=O)Nc2sc3c(c2C(=O)OC)CCCC3)cc1 | 1% | 18% | nt
CCOC(=O)C1(Cc2cccc(F)c2)CCN(C2CCOCC2)CC1 | -7% | 13% | -4%
Cc1ccc(S(=O)(=O)N(C)c2ccc(OC(C)C(=O)N3CCCC3)cc2)cc1C (stereo unspecified) | -1% | 0% | ?
CCc1ccc(CNC(=O)CN2C(=O)CCn3nc(-c4cn(C)c5ccccc45)cc32)cc1 | 4% | 3% | 16µM*
Cc1cc(NC(=O)c2ccc(NC(=O)C(C)C)cc2)no1 | -8% | -10% | ?
S=C1NC[C@H](CC2CCCCC2)N1CC1CCCCC1 | -1% | -24% | 21µM*
COc1ccc(CN2C(=NC(=O)C3CCCCC3)SC3CS(=O)(=O)CC32)cc1 (stereo unspecified) | -4% | -13% | -1%
N/C(Cc1ccc([N+](=O)[O-])cc1)=N\OC(=O)C(c1ccccc1)c1ccccc1 | -16% | 0% | ?
O=C(COc1ccc(-c2ccccc2)cc1)N/N=C/c1cccnc1 | -6% | -1% | ?
N#Cc1c(C(F)(F)F)cc(C2CC2)[nH]c1=O | -17% | -6% | -2%
COC(=O)C1=C(C)NC(=O)NC1c1ccco1 (stereo unspecified) | -8% | -7% | -3%
COc1cc(CC(=O)Nc2ccc3c(c2)CCC3)cc(OC)c1OC | -3% | 12% | 9.2µM*
CC1CCCN(C(=O)c2ccc(COc3ccccc3Br)cc2)C1 (stereo unspecified) | -1% | -3% | ?
Cc1ccc(C(=O)Nc2cccc(C(=O)N3CCOCC3)c2)cc1Cl | -2% | 13% | 5%
COc1ccccc1Cn1cc(C(=O)c2ccc(C)cc2)c(=O)c2cc(F)cc(F)c21 | 1% | 4% | 3%
OCCOCCn1c(C(CO)Nc2nc(-c3ccc(F)cc3)cs2)nc2ccccc21 (stereo unspecified) | nt | 16% | -22%
CN(C)c1ccc(-c2nn3c(C4CCCCC4)nnc3s2)cc1 | -12% | 1% | 16µM*
CCCCn1c(=O)[nH]c(=O)c2c(C(=O)OCC)cc(-c3cccs3)nc21 | -8% | 10% | ?
CCOc1cccc(-c2nnc(SCC(=O)Nc3cc(OC)cc(OC)c3)n2N)c1 | -4% | 7% | -18%
Cc1ccc(C(=O)C[n+]2ccccc2C)cc1[N+](=O)[O-] | 1% | 0% | -12%
COc1cc(CN2CC(=O)N(c3ccccc3Cl)C2=S)cc(OC)c1OC | -3% | -17% | 18µM*
O=[N+]([O-])c1ccc2nc(NCCCO)nc(-c3ccccc3)c2c1 | -5% | 7% | 9.2µM*
Oc1ccccc1Nc1nc(-c2ccccc2)c2cc(Cl)ccc2n1 | -4% | 0% | ?

Structures from the list above that have a furan ring, fused or not:
structure | GCN5L2 inh | FEN1 inhibitor | TDP1 cell CPT
Cc1ccc(NC(=O)C(OC(=O)c2cc(C)oc2C)c2ccccc2)cc1 (stereo unspecified) | -9% | -16% | -2%
COc1ccc(CCNC(=O)c2cc3c(=O)n4cccc(C)c4nc3n(Cc3ccco3)c2=N)cc1OC | -17% | -18% | ?
COC(=O)C1=C(C)NC(=O)NC1c1ccco1 (stereo unspecified) | -8% | -7% | -3%

Assay outcomes from PubChem BioAssay.
